# Fam108B counter = counter-screen for RBBP9 inhibitors: inhibitors of mouse Fam108B; 300,000 compounds, 0.33% hits; AID 1947; inhibition, % at 9.51 µM; recombinant Fam108B, FP-Rh probe fluorescence polarization;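 active = inhibition above the screen mean inhibition plus 3 SD, computed separately per campaign, cut at about 18% in these data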;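 also: inhibitors lower polarization as less probe binds the enzyme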
# Bcl-xL primary = Bcl-xL (human) inhibition; AID 2129; inhibition, % at 10.9 µM; GST-Bcl-xL / FITC-Bim BH3 peptide fluorescence polarization; 320,000 compounds, 0.7% hits;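 active = inhibition above the mean of all tested compounds plus 3 SD, cutoff set per campaign, cut at about 30% in these data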;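 also: 0% = DMSO wells and 100% = unlabeled Bim-BH3 peptide competitor; inhibitors lower millipolarization by displacing the labeled peptide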
# Target sequence (Q07817 whole entry, looked up): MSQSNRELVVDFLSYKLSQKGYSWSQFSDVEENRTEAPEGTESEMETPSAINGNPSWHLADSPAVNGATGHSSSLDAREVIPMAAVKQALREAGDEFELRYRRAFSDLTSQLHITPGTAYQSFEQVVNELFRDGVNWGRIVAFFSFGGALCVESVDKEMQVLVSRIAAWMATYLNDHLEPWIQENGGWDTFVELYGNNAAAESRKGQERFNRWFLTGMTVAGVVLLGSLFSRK
# PAFAH1B2 inh = blocks human PAF acetylhydrolase 1b catalytic subunit 2. recombinant PAFAH1B2, FP-rhodamine activity probe, fluorescence polarization. 340,000 compounds, 1.2% hits. inhibition, % at 3.39 µM;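 active = inhibition above the mean of all tested compounds plus 3 SD, cut at about 24% in these data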;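 also: 0% = enzyme with DMSO and 100% = wells lacking PAFAH1B2; many of its hits are not listed in these tables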
# GLD-1 RNA inh = GLD-1-TGE RNA interaction inhibition (C. elegans) | 320,000 compounds, 0.44% hits | purified GLD-1 + fluorescein TGE RNA, fluorescence polarization | AID 2280 | inhibition, % at 5.96 µM | Q17339;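 active = percent inhibition above a per-plate cutoff, the plate mean of test compounds plus 3 SD, cut at about 30% in these data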;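 also: 0% = DMSO wells with GLD-1 and probe and 100% = wells lacking GLD-1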
# MEX-5 binding = C. elegans MEX-5 TCR-2 RNA binding activity | Q9XUB2 | MEX-5/FITC-TCR2 RNA binding, fluorescence polarization; active compounds read low | activity score (negative = inhibition of binding), % at 10 µM | 300,000 compounds, 0.38% hits | AID 1832;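 active = inhibition past about -25% in most replicates, and total fluorescence under double the plate's negative control median, limit read from the data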;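 also: 0% = DMSO and -100% = 5 µM competing unlabeled TCR2 RNA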
# AHR act = activators of human aryl hydrocarbon receptor. activation, % at 5 µM. 320,000 compounds, 2.5% hits. AID 2796. AHR-responsive luciferase reporter cells, luminescence. P35869; in the data active = activation above about 47%;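 also: 0% = vehicle wells and 100% = reference agonist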
# Target sequence (P35869 whole entry, looked up): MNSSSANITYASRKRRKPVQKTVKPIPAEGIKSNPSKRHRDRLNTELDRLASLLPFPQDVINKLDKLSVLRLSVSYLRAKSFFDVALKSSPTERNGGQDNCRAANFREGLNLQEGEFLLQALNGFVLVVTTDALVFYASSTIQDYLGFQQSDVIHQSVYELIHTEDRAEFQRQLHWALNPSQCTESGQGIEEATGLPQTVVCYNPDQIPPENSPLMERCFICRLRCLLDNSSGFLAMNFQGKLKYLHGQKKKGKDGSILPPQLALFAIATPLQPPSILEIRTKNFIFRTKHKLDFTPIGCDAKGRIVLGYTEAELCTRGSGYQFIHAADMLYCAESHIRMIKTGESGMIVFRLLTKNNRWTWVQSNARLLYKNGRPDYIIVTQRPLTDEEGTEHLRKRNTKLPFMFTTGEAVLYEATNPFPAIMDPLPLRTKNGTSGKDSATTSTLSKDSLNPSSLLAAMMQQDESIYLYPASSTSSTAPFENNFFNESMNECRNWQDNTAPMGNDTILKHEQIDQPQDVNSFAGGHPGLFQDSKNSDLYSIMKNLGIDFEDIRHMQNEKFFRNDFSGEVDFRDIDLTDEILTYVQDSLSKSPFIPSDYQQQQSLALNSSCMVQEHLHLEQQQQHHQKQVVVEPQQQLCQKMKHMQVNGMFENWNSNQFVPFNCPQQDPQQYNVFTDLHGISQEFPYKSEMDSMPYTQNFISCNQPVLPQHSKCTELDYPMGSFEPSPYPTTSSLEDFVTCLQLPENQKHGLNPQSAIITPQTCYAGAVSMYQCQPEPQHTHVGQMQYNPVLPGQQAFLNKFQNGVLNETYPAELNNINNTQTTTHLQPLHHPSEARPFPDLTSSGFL
# PME-1 primary = blocks human protein phosphatase methylesterase 1; Q9Y570; inhibition, % at 5.9 µM; recombinant PME-1, FP-Rh probe fluorescence polarization; 320,000 compounds, 0.53% hits;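 active = inhibition above the campaign mean of all compounds plus 3 SD, cut at about 26% in these data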;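 also: competitive labeling of PME-1 active site by serine hydrolase directed probe; 0% = PME-1 with DMSO and 100% = wells lacking PME-1 enzyme; inhibitors block probe labeling so polarization falls and inhibition rises; many of its hits are not listed in these tables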
# pPAFAH FP inh = pPAFAH (human) enzyme inhibition; Q13093; recombinant pPAFAH, FP-rhodamine probe fluorescence polarization; inhibition, % at 3.39 µM; 330,000 compounds, 1.5% hits; AID 463082;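 active = inhibition above the mean inhibition across the screen plus 3 SD, cut at about 25% in these data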;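 also: inhibitors block binding of the rhodamine activity-based probe so polarization drops; 0% = enzyme with DMSO and 100% = wells lacking pPAFAH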
# MCL1 BIM primary = disrupts human MCL1 binding to BIM-BH3 peptide; 320,000 compounds, 0.68% hits; AID 2057; GST-MCL1 / FITC-Bim-BH3 fluorescence polarization; Q07820; inhibition, % at 10.9 µM;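 active = inhibition above the mean inhibition of all tested compounds plus 3 SD, set per campaign, cut at about 40% in these data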;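 also: 0% = DMSO wells and 100% = unlabeled Bim-BH3 peptide control; higher means more loss of mP so more displacement of Bim peptide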
# * marks the source's active call; other numbers are inactive results; . = no result given; & = joins results of further samples.
entry	canonical_smiles	Bcl-xL primary	AHR act	MCL1 BIM primary	pPAFAH FP inh	GLD-1 RNA inh	PAFAH1B2 inh	MEX-5 binding	PME-1 primary	Fam108B counter
1	Cc1cccnc1NCc1ccc(O)c2ncccc12	6	6	8	8	0	7	-2.7	3	-2
2	COc1cc(C(O)c2nc3ccccc3n2C(C)C)cc(OC)c1OC (stereo not given)	2	-5	-2	-2	-1	-1	-2.0	-1	2
3	COc1ccccc1C(=O)NNC1=C(C(=O)C(F)(F)F)CCC1	10	16	9	14	2	4	-1.8	10	4
4	CC(=O)Nc1ccc(N2Cc3ccccc3C2)cc1	13	-3	5	3	2	-3	0.4	-2	0
5	COc1ccc(S(=O)(=O)N2CCC(C(=O)N3CCC(C(N)=O)CC3)CC2)cc1Cl	-1	-3	-3	2	-3	0	0.0	0	2
6	CN1CCN(c2nc3c(c(=O)[nH]c(=O)n3C)n2Cc2cccc3ccccc23)CC1	-1	-1	4	4	2	2	-0.4	-1	-2
7	Cc1ccc(N2CCN(c3ccc([N+](=O)[O-])cn3)CC2)c(C)c1	1	-1	3	0	0	6	1.1	-6	5
8	O=C(CCNC(=O)c1ccco1)Nc1ccccc1N1CCOCC1	8	1	-2	4	-4	3	-1.2	-2	1
9	CCC(=O)Nc1ccc(C(=O)Nc2c[nH]c(=O)[nH]c2=O)cc1	-4	-1	-9	8	2	7	3.9	-2	6
10	CNCc1cc(Br)c(OCC(=O)Nc2ccccc2OC)c(OC)c1	4	3	-1	-1	3	4	-1.7	-1	1

entry	canonical_smiles	Bcl-xL primary	AHR act	MCL1 BIM primary	pPAFAH FP inh	GLD-1 RNA inh	PAFAH1B2 inh	MEX-5 binding	PME-1 primary	Fam108B counter
11	O=C(O)c1cc(Cl)nc2ccccc12	7	1	9	3	-2	4	1.4	3	-1
12	CCCCCC(=O)N1CCN(CCN=CC2=C(O)CC(c3cccs3)CC2=O)CC1 (stereo not given)	5	0	4	-2	-2	-1&-1	0.4	1	-2
13	COc1cc(NC(=O)CCc2ccccc2)nc(OC)n1	5	4	8	6	9	1	0.5	-7	-4
14	Cc1cc(C)c(OCCOCCN(C)C)c(Br)c1	-2	-2	-1	0	4	5	-1.0	-2	0
15	CCCc1nnc(NC(=O)CCC(=O)NCc2ccc(Cl)cc2Cl)s1	7	4	2	8	-7	6	1.2	-3	-4
16	CCCCNC(=O)CCCCCNS(=O)(=O)c1ccc(OC)cc1	8	4	9	1	1	-1	.	-4	-2
17	O=C(c1ccccc1O)N1N=C(C(F)(F)F)CC1(O)c1ccc([N+](=O)[O-])cc1 (stereo not given)	-1	8	9	14	3	4	-0.4	6	4
18	COc1ccc(C(c2c(C)n(C)n(-c3ccccc3)c2=O)c2c(C)n(C)n(-c3ccccc3)c2=O)c(OC)c1OC	1	-1	6	-4	6	3	-3.7	1	-2
19	CCC1(CC)NC(=O)N(CC(=O)Nc2ccc(-n3cnnn3)cc2)C1=O	.	0	.	-1	4	1	.	.	.
20	CC(=O)c1ccc(NC2OC(CO)C(O)C(O)C2O)cc1 (stereo not given)	3	-1	4	3	2	4	0.4	0	1

entry	canonical_smiles	Bcl-xL primary	AHR act	MCL1 BIM primary	pPAFAH FP inh	GLD-1 RNA inh	PAFAH1B2 inh	MEX-5 binding	PME-1 primary	Fam108B counter
21	COc1cccc(CNc2nn[nH]n2)c1OC	5	4	8	6	0	5	4.5	1	3
22	O=C(CCn1c(=S)[nH]c2ccccc2c1=O)NCCCN1CCCC1=O	5	-1	1	2	1	1	1.2	-6	3
23	CNc1cc([N+](=O)[O-])ccc1N/C=C/C(=O)c1cccs1	-9	74*	-9	1	-9	4	2.8	8	-3
24	CCOC(=O)C(C)Sc1cnccn1 (stereo not given)	8	1	6	1	-1	4	-1.6	8	1
25	CC(C)c1ccc(NC(=S)NNC(=O)c2cccnc2)cc1	4	22	-2	5	3	8	-2.4	-4	1
26	Cc1ccc2[nH]c3c(=S)nc[nH]c3c2c1	0	18	-1	-2	3	5	-0.4	3	-3
27	COc1ccc(N2CC(C(=O)NC3CCCCC3)CC2=O)cc1 (stereo not given)	-3	-2	-10	-1	-5	-2	0.9	-3	2
28	CCOc1ccc(-c2[nH]ncc2-c2ccccc2)c(O)c1	6	10	3	5	0	4	0.4	-1	-1
29	O=S(=O)(Cc1ccc(Cl)cc1)NCc1ccc2c(c1)OCO2	2	0	-1	23	9	6	-0.1	13	1
30	CCOC(=O)C1CCCN(S(=O)(=O)Cc2ccccc2)C1 (stereo not given)	3	0	0	6	3	3	0.9	1	-1

entry	canonical_smiles	Bcl-xL primary	AHR act	MCL1 BIM primary	pPAFAH FP inh	GLD-1 RNA inh	PAFAH1B2 inh	MEX-5 binding	PME-1 primary	Fam108B counter
31	CCOC(=S)SCc1cn2ccccc2n1	13	1	28	0	3	6	-3.9	-4	1
32	CCOc1ccc(-n2c(N)c(C(=O)NCc3ccco3)sc2=S)cc1	5	-1	10	6	2	7	-4.8	-4	4
33	Cc1ccnc(NC(=O)CS(=O)(=O)c2ccccc2)c1	2	0	2	1	-1	5	2.2	2	-1
34	Cn1c(=O)oc2cc(S(=O)(=O)Nc3ccc(F)cc3)ccc21	1	0	-4	26*	-1	1	1.5	-3	3
35	COc1ccc(C(CNC(=O)c2ccc(S(=O)(=O)Nc3ccccc3F)cc2)N(C)C)cc1 (stereo not given)	5	2	3	-2	-6	6	6.4	5	-3
36	O=C(NC(=O)c1ccccc1)Nc1ccccc1	4	16	2	-3	4	0	0.9	-12	5
37	CCN(CC(=O)Nc1ccc(NC(C)=O)cc1)C(=O)CSCC(=O)Nc1ccc(C)cc1	-6	3	-7	2	1	-1	2.3	4	0
38	COc1cc(OC)c(N(C)S(=O)(=O)c2cccc(C(=O)NC(C)C3CC4CCC3C4)c2)cc1Cl (stereo not given)	-3	0	-8	2	1	-1	1.3	-8	-9
39	O=C(CN1C(=O)CCS(=O)(=O)c2ccccc21)Nc1ccc(F)cc1	-2	4	1	-1	2	0	2.1	-3	-2
40	CSc1nnc(C(C)(C)C)c(=O)n1/N=C/c1c(O)ccc2ccccc12	5	14	4	5	-2	-6	0.4	2	-6

# From no. 31 as far as 39, as listed above:
entry	canonical_smiles	Bcl-xL primary	AHR act	MCL1 BIM primary	pPAFAH FP inh	GLD-1 RNA inh	PAFAH1B2 inh	MEX-5 binding	PME-1 primary	Fam108B counter
31	CCOC(=S)SCc1cn2ccccc2n1	13	1	28	0	3	6	-3.9	-4	1
32	CCOc1ccc(-n2c(N)c(C(=O)NCc3ccco3)sc2=S)cc1	5	-1	10	6	2	7	-4.8	-4	4
33	Cc1ccnc(NC(=O)CS(=O)(=O)c2ccccc2)c1	2	0	2	1	-1	5	2.2	2	-1
34	Cn1c(=O)oc2cc(S(=O)(=O)Nc3ccc(F)cc3)ccc21	1	0	-4	26*	-1	1	1.5	-3	3
35	COc1ccc(C(CNC(=O)c2ccc(S(=O)(=O)Nc3ccccc3F)cc2)N(C)C)cc1 (stereo not given)	5	2	3	-2	-6	6	6.4	5	-3
36	O=C(NC(=O)c1ccccc1)Nc1ccccc1	4	16	2	-3	4	0	0.9	-12	5
37	CCN(CC(=O)Nc1ccc(NC(C)=O)cc1)C(=O)CSCC(=O)Nc1ccc(C)cc1	-6	3	-7	2	1	-1	2.3	4	0
38	COc1cc(OC)c(N(C)S(=O)(=O)c2cccc(C(=O)NC(C)C3CC4CCC3C4)c2)cc1Cl (stereo not given)	-3	0	-8	2	1	-1	1.3	-8	-9
39	O=C(CN1C(=O)CCS(=O)(=O)c2ccccc21)Nc1ccc(F)cc1	-2	4	1	-1	2	0	2.1	-3	-2

# (further entries)
entry	canonical_smiles	Bcl-xL primary	AHR act	MCL1 BIM primary	pPAFAH FP inh	GLD-1 RNA inh	PAFAH1B2 inh	MEX-5 binding	PME-1 primary	Fam108B counter
41	COc1ccccc1OC(=O)CCc1nc2ccccc2s1	-1	15	1	3	-3	7	2.1	0	-1
42	Cc1ccc(/C=N/NC(=O)c2nnn(-c3nonc3N)c2CSc2ccc(Cl)cc2)cc1	5	4	1	4	-7	0	1.3	0	1
43	COc1ccc(C)cc1N(C(=O)Cn1nnc(-c2ccc(C)o2)n1)C(C(=O)NC1CCCC1)c1ccncc1 (stereo not given)	1	6	-2	5	7	3	-1.1	-4	-2
44	COc1ccc(S(=O)(=O)Nc2cc(C(C)C)c(O)cc2C)cc1	-2	-1	-2	5	-1	8	-1.1	2	0
45	COc1ccc(Cl)cc1C(=O)NNC(=O)COC(=O)CC(NC(C)=O)c1ccccc1 (stereo not given)	-4	3	6	2	1	1	0.6	-2	1
46	Cc1sc2ncn(CC(=O)NCCCOC(C)C)c(=O)c2c1S(=O)(=O)N1CCN(c2ncccn2)CC1	2	3	2	1	3	0	-0.6	-4	2
47	C#CCOCCOCCOCCNc1nc(N2CCN(C(=O)[C@H]([C@@H](C)CC)n3cc(CCCCN)nn3)CC2)nc(N2CCN(C(=O)[C@H](CCCCN)n3cc(CCC(=O)O)nn3)CC2)n1	-2	2	-13	-1	-4	2	.	-4	-2
48	CCOc1ccc(/C(O)=C2/C(=O)C(=O)N(c3ccccn3)C2c2ccc(C)cc2)c(C)c1 (stereo not given)	-2	-2	-7	11	1	0	-0.4	-5	-1
49	CCOc1ccc(-n2cc(C(=O)Nc3cccc(C)n3)c3cc(OC)c(OC)cc3c2=O)cc1	-1	4	1	1	6	-1	-0.1	-4	1
50	CCCSC1=C(C#N)C(c2ccc(OC)cc2)C2=C(CC(C)(C)CC2=O)N1 (stereo not given)	6	-2	1	5	-8	1	0.1	5	2

entry	canonical_smiles	Bcl-xL primary	AHR act	MCL1 BIM primary	pPAFAH FP inh	GLD-1 RNA inh	PAFAH1B2 inh	MEX-5 binding	PME-1 primary	Fam108B counter
51	C=CCNc1nnc(SCC(=O)N2CCC(C(N)=O)CC2)s1	0	5	2	5	4	0	1.1	-3	10
52	CCCCNS(=O)(=O)/C=C/c1ccccc1	2	-1	1	2	0	5	1.8	1	2
53	O=C(NCC1CCCO1)C1c2ccccc2C(=O)N1C1CCCCCC1 (stereo not given)	0	1	-1	5	2	2	1.5	-3	1
54	CCc1nc(C)cn1S(=O)(=O)c1cc(Cl)c(OC)cc1Cl	4	-1	1	7	4	6	2.1	3	1
55	O=C(Nc1ccccc1Cl)C1CCCN1C(=O)OCc1ccccc1 (stereo not given)	-2	2	0	5	10	0	1.5	6	-2
56	NS(=O)(=O)c1ccc(N/N=C/c2cn(-c3ccccc3)nc2-c2ccccc2)c([N+](=O)[O-])c1	-1	-1	-4	-2	3	5	-0.2	-1	5
57	CCN1CCN(c2nc3sc4c(c3c(=O)n2-c2ccc(OC)cc2)CCCCC4)CC1	3	1	4	6	0	1	-0.3	4	1
58	Cc1nnc(SCC(=O)N(C)c2ccccc2)n1-n1cccc1	-1	1	-5	0	-1	1	-2.8	0	1
59	CCCc1nc(SCC(=O)Nc2ccc(N3CCOCC3)cc2)c2ccccc2n1	5	2	11	1	1	0	-3.5	2	-3
60	COc1cccc2c1OCC1COc3c(c(=O)n(C)c(=O)n3C)C21 (stereo not given)	3	-2	0	4	3	3	1.3	5	-4
61	CCOC(=O)CCNC(C)C1COc2ccccc2O1 (stereo not given)	9	2	1	2	-3	0	-3.5	4	-4
62	CN(C(=O)CC1C(=O)NCCN1CC(c1ccccc1)c1ccccc1)C(C1CC1)C1CC1 (stereo not given)	20	7	23	10	19	9	-2.1	9	2
63	COc1ccc(-c2nc(CS(=O)CC(=O)NCc3ccc(Cl)cc3)c(C)o2)cc1OC (stereo not given)	1	9	2	1	3	5	-1.6	-2	-2

# Screens from PubChem.

# Some of the compounds tested; the hit share may differ from the screen's.
